# NTMT1 inhibitor – inhibitors of human N-terminal methyltransferase NTMT1; Q9BV86; Potency, µM (top dose mostly 114 µM), inactives show top-dose activity change, negative = inhibition, most hits filed as inhibitors; 2.5% of 59,000 active; NTMT1 MTase-Glo SAH luminescence, purified enzyme;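 further: plate controls were DMSO vehicle for no effect and no enzyme for full effect; nearly all actives have a fitted effect of over 65% in size; many of its hits are not listed in these tables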
# FH mod – Identification of activators of human fumarate hydratase by quantitative high-throughput screening. Fumarate hydratase, mitochondrial (Homo sapiens), P07954. AID 1347055, 2019. Potency, µM (highest dose often 79.9 µM), for inactives: at the top dose activity change, negative = inhibition, actives largely listed as inhibitors. FH coupled MDH/diaphorase resazurin fluorescence, 15 min. 0.22% of 54,000 active; further: the screen sought activators but most active calls are inhibition curves; nearly all actives have a fitted effect of over 45% in size
# Target sequence (P07954 whole entry, looked up): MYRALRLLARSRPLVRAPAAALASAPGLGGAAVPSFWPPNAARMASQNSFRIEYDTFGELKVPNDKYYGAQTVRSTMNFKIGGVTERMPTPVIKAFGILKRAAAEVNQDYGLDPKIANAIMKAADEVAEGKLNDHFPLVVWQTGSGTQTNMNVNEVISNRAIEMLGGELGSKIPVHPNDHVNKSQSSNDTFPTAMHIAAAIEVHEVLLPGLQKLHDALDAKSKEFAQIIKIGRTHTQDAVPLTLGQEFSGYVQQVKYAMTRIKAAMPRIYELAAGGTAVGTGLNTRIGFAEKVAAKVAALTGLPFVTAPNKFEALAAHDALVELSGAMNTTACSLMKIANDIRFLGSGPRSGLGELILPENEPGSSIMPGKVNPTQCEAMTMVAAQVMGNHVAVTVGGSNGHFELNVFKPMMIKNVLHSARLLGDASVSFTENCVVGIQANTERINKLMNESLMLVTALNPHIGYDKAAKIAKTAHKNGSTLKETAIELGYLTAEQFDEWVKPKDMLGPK
# The depositor's hits bear a star; ? = inconclusive; & = joins results of further samples; [ ] = remark or other dose. The call rests on the fitted dose curve; in most records, active means well fitted curve in the direction sought with a large enough effect; inconclusive means small, poorly fitted or top-dose-only effect, or another doubt; inactive means no such curve, though single readings can be large; an effect the other way counts as inactive or inconclusive. Unless noted, on the % scale 0 is the no-effect control and ±100 the full control effect; potency means the concentration at half of the fitted maximal effect. A portion of the library. The share of hits here may be higher or lower than overall.
# The first two entries (preview)
1	Cc1cn([C@@H]2C[C@@H](O)[C@H](CO)O2)c(=O)[nH]c1=O
2	COC(=O)c1cccnc1

Screen / compound no.,1,2
NTMT1 inhibitor,10%,11%[57.5 µM]
FH mod,5%[53.3 µM],-2%[53.3 µM]

# Results, repeating the preview:
1	Cc1cn([C@@H]2C[C@@H](O)[C@H](CO)O2)c(=O)[nH]c1=O
2	COC(=O)c1cccnc1
3	COc1cc(N2CCC(N3CCN(C)CC3)CC2)ccc1Nc1ncnc(Nc2ccccc2S(=O)(=O)C(C)C)n1
4	CCOc1ccc(S(=O)(=O)N2CCCCCC2)c2ccccc12
5	Cn1c2ccc(NC(=O)c3ccccc3)cc2c(=O)n2nc(C(=O)O)cc12
6	COc1ccc(CN(CCN(C)C)c2ccccn2)cc1

Screen / compound no.,1,2,3,4,5,6
NTMT1 inhibitor,10%,11%[57.5 µM],?,21%[57.5 µM],0%[29.8 µM],-1%[57.5 µM]
FH mod,5%[53.3 µM],-2%[53.3 µM],0%,-12%,6%[53.3 µM],-6%&-1%[53.3 µM]

# 4 compounds out of the list, ordered by length of the SMILES, falling.
3	COc1cc(N2CCC(N3CCN(C)CC3)CC2)ccc1Nc1ncnc(Nc2ccccc2S(=O)(=O)C(C)C)n1
5	Cn1c2ccc(NC(=O)c3ccccc3)cc2c(=O)n2nc(C(=O)O)cc12
4	CCOc1ccc(S(=O)(=O)N2CCCCCC2)c2ccccc12
6	COc1ccc(CN(CCN(C)C)c2ccccn2)cc1

Screen / compound no.,3,5,4,6
NTMT1 inhibitor,?,0%[29.8 µM],21%[57.5 µM],-1%[57.5 µM]
FH mod,0%,6%[53.3 µM],-12%,-6%&-1%[53.3 µM]

# In the list so far, 2 have sulfur.
3	COc1cc(N2CCC(N3CCN(C)CC3)CC2)ccc1Nc1ncnc(Nc2ccccc2S(=O)(=O)C(C)C)n1
4	CCOc1ccc(S(=O)(=O)N2CCCCCC2)c2ccccc12

Screen / compound no.,3,4
NTMT1 inhibitor,?,21%[57.5 µM]
FH mod,0%,-12%

# More entries.
7	CCN(CC)C(=O)Nc1ccc(OCC(O)CNC(C)(C)C)c(C(C)=O)c1 (stereo not drawn)
8	COc1cc2c(cc1-c1c(C)noc1C)ncc1[nH]c(=O)n([C@H](C)c3ccccn3)c12
9	C[C@H](Oc1cc(-n2cnc3ccc(CN4CCN(C)CC4)cc32)sc1C(N)=O)c1ccccc1C(F)(F)F
10	CC(=O)O[C@]1(C(C)=O)CC[C@H]2[C@@H]3C=C(Cl)C4=CC(=O)[C@@H]5C[C@H]5[C@]4(C)[C@@H]3CC[C@@]21C
11	CCn1c(=O)c(-c2ccn[nH]2)cc2c(C)nc(N)nc21
12	COc1cccc(-c2cc(F)ccc2C2Cc3nc(N)nc(C)c3C(=O)N2)n1 (stereo not drawn)

Screen / compound no.,7,8,9,10,11,12
NTMT1 inhibitor,1%&6%[57.5 µM],?,25µM*,-3%[57.5 µM],-5%[57.5 µM],3%[57.5 µM]
FH mod,6%,3%,-2%,0%[53.3 µM],-5%,11%

13	Cc1cccc(-c2[nH]c(Cc3cccc(C(N)=O)c3)nc2-c2ccc3nccnc3c2)n1
14	CCNc1nc(Nc2cc(F)c(C(=O)N3CCOCC3)cc2OC)ncc1C(F)(F)F
15	CS(=O)(=O)c1ccc(-n2nc(C(F)(F)F)cc2-c2ccc(F)cc2)cc1
16	CCNC(=O)Nc1ccc2ncc(Nc3ccc(C)cc3)nc2n1
17	CC(C)(C)NCC(O)COc1ccccc1OCC1CCCO1 (stereo not drawn)
18	COC(=O)C1=CO[C@@H](O[C@@H]2O[C@H](CO)[C@@H](O)[C@H](O)[C@H]2O)[C@@H]2[C@@H](C)[C@@H](O)C[C@H]12

Screen / compound no.,13,14,15,16,17,18
NTMT1 inhibitor,18%[57.5 µM],4%[57.5 µM],6%[57.5 µM],20%&12%[57.5 µM],-12%[57.5 µM],11%[29.8 µM]
FH mod,7%,6%,6%,10%,-10%[53.3 µM],18%[53.3 µM]

[19] CN1CCC(=C2c3ccccc3CCc3sccc32)CC1
  NTMT1 inhibitor: ?	FH mod: 2%&-2%[53.3 µM]
[20] CC(=O)NCCCCCC(=O)O
  NTMT1 inhibitor: 20%[57.5 µM]	FH mod: 4%[53.3 µM]
[21] CN(C)C/C=C(/c1ccc(Br)cc1)c1cccnc1
  NTMT1 inhibitor: 4%[57.5 µM]	FH mod: -7%&2%[53.3 µM]
[22] C#C[C@]1(OC(C)=O)CC[C@H]2[C@@H]3CCC4=C/C(=N/O)CC[C@@H]4[C@H]3CC[C@@]21CC
  NTMT1 inhibitor: 16%[57.5 µM]	FH mod: -27%[53.3 µM]
[23] COc1cc2c(Oc3ccc(-c4cnc(Nc5ccc(F)cc5)n(C)c4=O)cc3F)ccnc2cc1OCCCN1CCOCC1
  NTMT1 inhibitor: -9%	FH mod: 0%
[24] COc1ccc(-n2c(=O)[nH]c3cc(C(=O)NCc4ccc(Cl)cc4)sc3c2=O)nc1OC
  NTMT1 inhibitor: 21%[57.5 µM]	FH mod: ?
[25] CC1=NN(c2ccccc2)C(=O)C1
  NTMT1 inhibitor: ?	FH mod: -5%
[26] CC1(C)OC(=O)C(OCC2CC2)=C1c1ccc(S(C)(=O)=O)cc1
  NTMT1 inhibitor: 6%[57.5 µM]	FH mod: 2%
[27] CC(C)Cc1ccc(C(C)C(=O)O)cc1 (stereo not drawn)
  NTMT1 inhibitor: 16%	FH mod: -8%[53.3 µM]
[28] FC(F)(F)c1ccc(Nc2nc3ccc(Oc4ccnc(-c5ncc(C(F)(F)F)[nH]5)c4)cc3[nH]2)cc1
  NTMT1 inhibitor: 18%&111%[57.5 µM]	FH mod: 7%
[29] Cc1nc(NC(=O)N2CCCC2C(N)=O)sc1-c1ccnc(C(C)(C)C(F)(F)F)c1 (stereo not drawn)
  NTMT1 inhibitor: 45µM*	FH mod: 5%
[30] Cc1csc(N(C(=O)CSc2ccc(-c3ccccc3)nn2)C2CC2)n1
  NTMT1 inhibitor: 1%[57.5 µM]	FH mod: -2%
[31] COC(=O)c1ccc2c(c1)nc(NC(=O)c1ccccc1)n2CCCc1ccccc1
  NTMT1 inhibitor: 11%[57.5 µM]	FH mod: -4%
[32] CC1(O)CC(c2nc(-c3ccc4ccc(-c5ccccc5)nc4c3)c3c(N)nccn23)C1 (stereo not drawn)
  NTMT1 inhibitor: ?	FH mod: -2%

# Whole records, quoted from the list.
# `Cc1csc(N(C(=O)CSc2ccc(-c3ccccc3)nn2)C2CC2)n1` in the list: NTMT1 inhibitor = 1%[57.5 µM]; FH mod = -2%
# `COc1ccc(-n2c(=O)[nH]c3cc(C(=O)NCc4ccc(Cl)cc4)sc3c2=O)nc1OC` in the list: NTMT1 inhibitor = 21%[57.5 µM]; FH mod = ?
